CHRM5 agonist – agonists of human muscarinic M5 receptor (CHRM5). 360,000 compounds, 0.19% hits. CHO-K1 hM5 cells, Fluo-8 calcium fluorescence; 0% DMSO wells, 100% maximal acetylcholine response. AID 624037. activation, % at 3 µM. P08912;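 active = activation above the run's mean over test compounds plus 3 SD, cut at about 23% in these data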;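 note: signal is peak over basal fluorescence ratio across the kinetic read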
Target sequence (P08912 whole entry, looked up): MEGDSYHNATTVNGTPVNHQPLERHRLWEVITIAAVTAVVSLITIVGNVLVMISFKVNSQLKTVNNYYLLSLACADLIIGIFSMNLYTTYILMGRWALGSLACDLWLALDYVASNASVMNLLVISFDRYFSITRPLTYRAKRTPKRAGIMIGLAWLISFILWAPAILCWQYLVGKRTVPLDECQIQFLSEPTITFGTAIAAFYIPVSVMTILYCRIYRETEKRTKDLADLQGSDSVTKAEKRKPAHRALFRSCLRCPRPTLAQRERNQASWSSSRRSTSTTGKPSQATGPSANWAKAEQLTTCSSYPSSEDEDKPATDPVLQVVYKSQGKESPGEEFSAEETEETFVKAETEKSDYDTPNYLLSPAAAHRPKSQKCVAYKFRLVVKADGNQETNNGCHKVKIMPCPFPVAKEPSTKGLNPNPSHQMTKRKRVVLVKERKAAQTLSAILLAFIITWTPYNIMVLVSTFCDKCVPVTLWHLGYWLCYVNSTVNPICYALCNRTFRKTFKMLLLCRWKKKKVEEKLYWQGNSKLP
CHO-K1 Ca antag – nonselective inhibitor or artifact in parental CHO-K1 cells | inhibition, % at 3 µM | 360,000 compounds, 0.6% hits | ATP-induced calcium, Fluo-8 fluorescence;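 active = inhibition above a per-plate cutoff, the plate's mean sample inhibition plus 3 SD, cut at about 24% in these data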;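 note: 0% = DMSO plus EC80 ATP and 100% = DMSO alone without ATP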
CHRM4 PAM – CHRM4 positive allosteric modulation; P08173; CHO-K1 hM4/Gqi5, Fluo-8 calcium fluorescence, ACh EC20; 0% = ACh EC20, 100% = maximal ACh; activation, % at 3 µM; 360,000 compounds, 0.4% hits; AID 624126;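 active = activation above its plate's cutoff, the mean activation of sample wells plus 3 SD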; note: some results filed as inactive read as strong as hits
Target sequence (P08173 whole entry, looked up): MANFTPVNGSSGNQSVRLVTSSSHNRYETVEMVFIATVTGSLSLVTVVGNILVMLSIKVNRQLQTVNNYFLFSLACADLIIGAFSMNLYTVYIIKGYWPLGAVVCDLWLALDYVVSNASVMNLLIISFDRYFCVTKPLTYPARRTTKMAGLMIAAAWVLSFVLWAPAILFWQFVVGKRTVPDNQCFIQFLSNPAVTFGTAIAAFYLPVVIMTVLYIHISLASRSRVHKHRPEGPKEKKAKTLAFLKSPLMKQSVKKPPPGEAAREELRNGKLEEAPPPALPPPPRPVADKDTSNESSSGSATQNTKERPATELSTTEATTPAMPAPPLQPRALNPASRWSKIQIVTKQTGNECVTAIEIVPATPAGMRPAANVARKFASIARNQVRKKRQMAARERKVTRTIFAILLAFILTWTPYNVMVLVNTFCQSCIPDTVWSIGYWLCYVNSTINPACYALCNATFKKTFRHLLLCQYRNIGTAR
M1 PAM parental – M1 PAM counterscreen hit in parental CHO-K1 cells; ATP EC20, Fluo-8 calcium fluorescence; 0% at ATP EC20, 100% at ATP max; activation, % at 3 µM; 360,000 compounds, 0.02% hits; AID 602247;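 active = activation above the run cutoff, the mean activation of all test compounds plus 3 SD, cut at about 40% in these data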;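 note: peak over basal fluorescence ratio in a 140 s read after ATP addition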
M1 ag parental – nonselective activator or artifact in parental CHO-K1 cells | 360,000 compounds, 0.48% hits | Fluo-8 calcium fluorescence; scaled to maximal ATP response, vehicle zero | activation, % at 3 µM | AID 602248; in the data active = activation above about 15%;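 note: untransfected CHO-K1 host cells lacking M1 receptor as counterscreen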
M5 PAM – potentiates acetylcholine response at human M5 receptor | activation, % at 3 µM | CHO-K1 hM5, Fluo-8 calcium, ACh EC20 PAM; 0% = ACh EC20, 100% = ACh EC100 | 360,000 compounds, 0.3% hits | P08912;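 active = activation above the run cutoff, the mean activation of all test compounds plus 3 SD, cut at about 18% in these data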
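Measured by: Fluo-8 calcium fluorescence; material: human M5 receptor in CHO-K1 cells; schedule: Post-acetylcholine fluorescence recording 140 s; benchmarks: low control EC20 acetylcholine (0%), high control EC100 acetylcholine (100%); read-out: Max/basal fluorescence ratio as % of EC20–EC100 ACh window; compound: single dose, 3 µM nominal final test concentration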
CHRM4 agonist – agonists of human muscarinic M4 receptor (CHRM4); P08173; CHO-K1 hM4/Gqi5, Fluo-8 calcium fluorescence; vehicle 0%, full acetylcholine response 100%; activation, % at 3 µM; 360,000 compounds, 0.14% hits; AID 624127;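 active = activation above the run mean over all test wells plus 3 SD, cut at about 32% in these data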;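 note: peak over basal fluorescence ratio per well then scaled between controls; 0% = DMSO wells and 100% = acetylcholine at EC100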
M4 antag – blocks acetylcholine activation of human M4 receptor; CHO-hM4 cells, ACh EC80, Fluo-8 calcium fluorescence; inhibition, % at 3 µM; 360,000 compounds, 0.73% hits;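 active = inhibition above its plate's cutoff, the mean inhibition of sample wells plus 3 SD, cut at about 27% in these data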;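 note: 0% = acetylcholine EC80 with DMSO and 100% = DMSO without agonist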
CHRM5 antagonist – antagonists of human muscarinic M5 receptor (CHRM5). P08912. CHO-hM5 cells, Fluo-8 calcium fluorescence, ACh EC80. inhibition, % at 3 µM. 360,000 compounds, 0.59% hits. AID 624040;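 active = inhibition above a per-plate cutoff, the mean of that plate's test compounds plus 3 SD, cut at about 27% in these data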;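 note: 0% = acetylcholine EC80 with DMSO and 100% = DMSO without agonist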
An asterisk follows results filed as active.

What do the screens show for `CN(c1ccccc1)S(=O)(=O)c1cccc(NC(=O)c2ccc(=O)[nH]n2)c1`?
CHRM5 agonist: 5.0; CHO-K1 Ca antag: -2.7; CHRM4 PAM: -5.9; M1 PAM parental: -7.0; M1 ag parental: 11.6; M5 PAM: -29.6; CHRM4 agonist: 15.0; M4 antag: 12.0; CHRM5 antagonist: 16.6

Results for C[C@H]1CN([C@@H](C)CO)C(=O)c2cc(Br)cnc2O[C@H]1CN(C)C(=O)c1ccccn1 ?
CHRM5 agonist: 1.3; CHO-K1 Ca antag: -16.0; CHRM4 PAM: 7.3; M1 PAM parental: 19.1; M1 ag parental: 0.8; M5 PAM: 0.8; CHRM4 agonist: 1.6; M4 antag: -9.4; CHRM5 antagonist: -7.6

How did Oc1ccc(/C=C/c2ccc3ccccc3n2)cc1 do in these assays?
CHRM5 agonist: -0.1; CHO-K1 Ca antag: -9.4; CHRM4 PAM: -5.0; M1 PAM parental: 15.8; M1 ag parental: 0.9; M5 PAM: 0.3; CHRM4 agonist: 2.4; M4 antag: 12.3; CHRM5 antagonist: -2.4

Results for CCCSc1nc2c3c(sc2c(=O)[nH]1)CC(C)(CC)OC3 (centres undefined) ?
CHRM5 agonist: -2.4; CHO-K1 Ca antag: 5.6; CHRM4 PAM: -1.3; M1 PAM parental: -1.8; M1 ag parental: -0.2; M5 PAM: -6.8; CHRM4 agonist: 1.0; M4 antag: -4.7; CHRM5 antagonist: -1.9

How did Cc1ccc(-c2c3c(=O)n(C)c(=O)n(C)c3cn2Cc2ccccc2)cc1 do in these assays?
CHRM5 agonist: 1.1; CHO-K1 Ca antag: -5.5; CHRM4 PAM: -6.3; M1 PAM parental: 19.4; M1 ag parental: 3.7; M5 PAM: -3.6; CHRM4 agonist: -0.8; M4 antag: 5.4; CHRM5 antagonist: 2.0

Results for C=CCNc1nc(C(=O)OCC(=O)Nc2ccccc2C(F)(F)F)cs1 ?
CHRM5 agonist: -0.1; CHO-K1 Ca antag: -5.0; CHRM4 PAM: 11.1; M1 PAM parental: -7.8; M1 ag parental: 0.1; M5 PAM: -3.2; CHRM4 agonist: 1.6; M4 antag: -1.0; CHRM5 antagonist: 1.4

How did CCC(C)n1ncn(-c2ccc(N3CCN(c4ccc(O)cc4)CC3)cc2)c1=O (centres undefined) do in these assays?
CHRM5 agonist: 3.6; CHO-K1 Ca antag: -4.9; CHRM4 PAM: -3.3; M1 PAM parental: -5.6; M1 ag parental: 1.1; M5 PAM: -4.4; CHRM4 agonist: 4.3; M4 antag: 1.3; CHRM5 antagonist: -0.7

How did O=C(NC(CO)Cc1ccc([N+](=O)[O-])cc1)C(Cl)Cl (centres undefined) do in these assays?
CHRM5 agonist: -2.7; CHO-K1 Ca antag: 0.6; CHRM4 PAM: 3.5; M1 PAM parental: 12.4; M1 ag parental: 0.2; M5 PAM: 1.2; CHRM4 agonist: 0.4; M4 antag: -0.6; CHRM5 antagonist: 0.7

Results for CC(C(=O)OCc1nnc(-c2ccccc2)o1)N1C(=O)c2ccccc2C1=O (centres undefined) ?
CHRM5 agonist: 4.0; CHO-K1 Ca antag: -2.9; CHRM4 PAM: 1.6; M1 PAM parental: 5.0; M1 ag parental: 1.9; M5 PAM: -9.7; CHRM4 agonist: 5.4; M4 antag: 4.3; CHRM5 antagonist: 4.1

How did O=C(O)C/C=C(/NC(=O)OCc1ccccc1)C(=O)OCc1ccccc1 do in these assays?
CHRM5 agonist: 4.1; CHO-K1 Ca antag: 8.3; CHRM4 PAM: -0.4; M1 PAM parental: -11.1; M1 ag parental: 0.5; M5 PAM: -1.4; CHRM4 agonist: 0.2; M4 antag: 1.9; CHRM5 antagonist: 2.7

What do the screens show for `C/C(=N\NC(=O)c1cccs1)c1ccncc1`?
CHRM5 agonist: -5.0; CHO-K1 Ca antag: -4.2; CHRM4 PAM: -4.3; M1 PAM parental: 0.9; M1 ag parental: -0.1; M5 PAM: -2.7; CHRM4 agonist: -0.3; M4 antag: -5.5; CHRM5 antagonist: 1.7

How did Cn1c(SCc2ccccc2)nnc1-c1cccs1 do in these assays?
CHRM5 agonist: -6.1; CHO-K1 Ca antag: 0.8; CHRM4 PAM: 2.8; M1 PAM parental: 4.3; M1 ag parental: 0.8; M5 PAM: -0.7; CHRM4 agonist: 0.8; M4 antag: -4.2; CHRM5 antagonist: -1.3

Next part; the last two above are carried over.
What do the screens show for `C/C(=N\NC(=O)c1cccs1)c1ccncc1`?
CHRM5 agonist: -5.0; CHO-K1 Ca antag: -4.2; CHRM4 PAM: -4.3; M1 PAM parental: 0.9; M1 ag parental: -0.1; M5 PAM: -2.7; CHRM4 agonist: -0.3; M4 antag: -5.5; CHRM5 antagonist: 1.7

How did Cn1c(SCc2ccccc2)nnc1-c1cccs1 do in these assays?
CHRM5 agonist: -6.1; CHO-K1 Ca antag: 0.8; CHRM4 PAM: 2.8; M1 PAM parental: 4.3; M1 ag parental: 0.8; M5 PAM: -0.7; CHRM4 agonist: 0.8; M4 antag: -4.2; CHRM5 antagonist: -1.3

How did Cc1onc(-c2c(Cl)cccc2Cl)c1C(=O)NCCc1ccncc1 do in these assays?
CHRM5 agonist: -5.3; CHO-K1 Ca antag: -9.9; CHRM4 PAM: 4.0; M1 PAM parental: 22.2; M1 ag parental: 1.6; M5 PAM: 2.4; CHRM4 agonist: 1.9; M4 antag: 6.9; CHRM5 antagonist: 5.6

How did COc1ccc(C(=O)N2CCC(N3CCN(c4ccccc4)CC3)CC2)cc1OC do in these assays?
CHRM5 agonist: -10.1; CHO-K1 Ca antag: 0.5; CHRM4 PAM: 27.7; M1 PAM parental: 14.7; M1 ag parental: -0.1; M5 PAM: 0.3; CHRM4 agonist: 0.5; M4 antag: -13.7; CHRM5 antagonist: -0.7

Results for CCC1Cc2c(nc(N)c3c(N)nc(N4CCCCC4)c(C#N)c23)O1 (centres undefined) ?
CHRM5 agonist: -0.3; CHO-K1 Ca antag: -6.4; CHRM4 PAM: -5.6; M1 PAM parental: 3.2; M1 ag parental: 0.5; M5 PAM: 1.5; CHRM4 agonist: 0.6; M4 antag: 4.6; CHRM5 antagonist: 10.6

Results for O=C(Nc1ccc(N2CCOCC2)cc1N1CCOCC1)c1ccccc1 ?
CHRM5 agonist: 6.5; CHO-K1 Ca antag: -9.1; CHRM4 PAM: -5.2; M1 PAM parental: -4.8; M1 ag parental: 0.6; M5 PAM: -6.4; CHRM4 agonist: 6.7; M4 antag: -0.6; CHRM5 antagonist: -1.4

What do the screens show for `O=C(C1CCN(S(=O)(=O)c2ccccc2)CC1)N1CCCCC1`?
CHRM5 agonist: -1.9; CHO-K1 Ca antag: -1.1; CHRM4 PAM: -2.5; M1 PAM parental: 5.1; M1 ag parental: 0.5; M5 PAM: -5.3; CHRM4 agonist: 1.0; M4 antag: -1.2; CHRM5 antagonist: 13.2

What do the screens show for `O=C(NNC(=O)c1sccc1-n1cccc1)c1cccs1`?
CHRM5 agonist: -5.0; CHO-K1 Ca antag: -18.8; CHRM4 PAM: 7.8; M1 PAM parental: 24.8; M1 ag parental: 0.9; M5 PAM: 1.5; CHRM4 agonist: 0.2; M4 antag: -3.6; CHRM5 antagonist: 7.8

Results for CC(C)(C)c1ccc(C(=O)N2CCN(CCNC(=O)C(=O)Nc3ccc(F)cc3)CC2)cc1 ?
CHRM5 agonist: 2.2; CHO-K1 Ca antag: -5.7; CHRM4 PAM: -3.8; M1 PAM parental: 12.7; M1 ag parental: 5.5; M5 PAM: -11.8; CHRM4 agonist: 8.3; M4 antag: -8.2; CHRM5 antagonist: 20.5

Results for CC(C)C(NC(=O)c1ccccc1F)C(=O)NCCCn1ccnc1 (centres undefined) ?
CHRM5 agonist: -0.7; CHO-K1 Ca antag: -4.5; CHRM4 PAM: 4.1; M1 PAM parental: 10.2; M1 ag parental: -0.4; M5 PAM: -2.1; CHRM4 agonist: 1.1; M4 antag: -1.9; CHRM5 antagonist: 13.3

Results for CCCC1NC(=O)c2cc3ccccc3cc2-n2c1nc1cc(Cl)ccc1c2=O (centres undefined) ?
CHRM5 agonist: 0.6; CHO-K1 Ca antag: 2.4; CHRM4 PAM: 0.7; M1 PAM parental: -9.7; M1 ag parental: -0.5; M5 PAM: -0.9; CHRM4 agonist: 0.2; M4 antag: -4.4; CHRM5 antagonist: 6.3

How did COc1ccc(CCNC(=O)COC(=O)c2ccc([N+](=O)[O-])o2)cc1 do in these assays?
CHRM5 agonist: 0.1; CHO-K1 Ca antag: -16.9; CHRM4 PAM: -3.4; M1 PAM parental: 5.4; M1 ag parental: 0.4; M5 PAM: -4.0; CHRM4 agonist: 0.8; M4 antag: -0.7; CHRM5 antagonist: 4.4

How did Cc1cccc(NC(=O)c2ccc(Cl)c(S(=O)(=O)N3CCCC3)c2)n1 do in these assays?
CHRM5 agonist: 1.9; CHO-K1 Ca antag: -0.7; CHRM4 PAM: -6.8; M1 PAM parental: 2.1; M1 ag parental: 2.4; M5 PAM: -4.3; CHRM4 agonist: 3.6; M4 antag: -1.4; CHRM5 antagonist: 0.7

How did CCOc1cccc(NC(=O)CSc2nc(C)c3c(c2C#N)CCCC3)c1 do in these assays?
CHRM5 agonist: 2.0; CHO-K1 Ca antag: 2.2; CHRM4 PAM: 15.6; M1 PAM parental: 5.9; M1 ag parental: -0.3; M5 PAM: 2.4; CHRM4 agonist: 0.3; M4 antag: -1.5; CHRM5 antagonist: -1.3

What do the screens show for `Cc1c(C)c2cc(Cl)c(O)c(CN3CCCC(C)C3)c2oc1=O` (centres undefined)?
CHRM5 agonist: -7.2; CHO-K1 Ca antag: -2.2; CHRM4 PAM: -20.3; M1 PAM parental: 13.8; M1 ag parental: 0.0; M5 PAM: 1.3; CHRM4 agonist: -1.0; M4 antag: 28.0*; CHRM5 antagonist: 0.3

What do the screens show for `Cc1ccccc1-c1nc(CN2CCC(C(=O)NCCCN3CCOCC3)CC2)c(C)o1`?
CHRM5 agonist: 0.9; CHO-K1 Ca antag: -1.5; CHRM4 PAM: 2.1; M1 PAM parental: 22.9; M1 ag parental: 1.3; M5 PAM: 5.5; CHRM4 agonist: 0.7; M4 antag: -3.5; CHRM5 antagonist: -0.3

What do the screens show for `O=C(Cc1ccccc1[N+](=O)[O-])NCCSCc1c(F)cccc1Cl`?
CHRM5 agonist: -4.8; CHO-K1 Ca antag: 5.3; CHRM4 PAM: 0.0; M1 PAM parental: -3.9; M1 ag parental: 0.1; M5 PAM: -0.2; CHRM4 agonist: 0.4; M4 antag: -4.7; CHRM5 antagonist: -0.1

Results for Cc1sc2ncn(CC(=O)NCCCC(=O)N3CCN(c4ccccc4F)CC3)c(=O)c2c1C ?
CHRM5 agonist: -1.1; CHO-K1 Ca antag: 7.6; CHRM4 PAM: -2.0; M1 PAM parental: -10.8; M1 ag parental: 0.5; M5 PAM: -1.7; CHRM4 agonist: 4.7; M4 antag: 2.1; CHRM5 antagonist: 3.9

How did Cc1cccc(CN2CCN(Cc3ccc4nonc4c3)CC2CCO)n1 (centres undefined) do in these assays?
CHRM5 agonist: -4.0; CHO-K1 Ca antag: 14.6; CHRM4 PAM: 3.9; M1 PAM parental: -19.1; M1 ag parental: -0.2; M5 PAM: 1.1; CHRM4 agonist: 0.0; M4 antag: -3.0; CHRM5 antagonist: 7.1

What do the screens show for `Cc1ccc(C)c(NC(=O)CN(C)C(=O)COc2ncnc3sccc23)c1`?
CHRM5 agonist: -2.1; CHO-K1 Ca antag: -3.2; CHRM4 PAM: 3.7; M1 PAM parental: 12.8; M1 ag parental: 0.5; M5 PAM: -2.4; CHRM4 agonist: 0.8; M4 antag: 0.5; CHRM5 antagonist: 4.2

Source: PubChem (The Scripps Research Institute Molecular Screening Center)
